hcDAF12 agonist: H. contortus DAF-12 activation, primary screen. HEK293 hcDAF-12 lit1-tk-luc reporter, luminescence; 0% DMSO, 100% Δ7-dafachronic acid. activation, % at 6.8 µM. 370,000 tested, 1.4% active;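 active = activation above the mean of all tested compounds plus 3 SD, cut at about 5.5% in these data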;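 note: 100% = response to 3 µM Δ7-dafachronic acid high control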
PLC-gamma1 inh: inhibitors of human phospholipase C gamma1. P19174. purified PLC-gamma1, fluorogenic substrate, fluorescence. inhibition, % at 12.2 µM. 370,000 tested, 0.84% active. AID 720700; in the data active = inhibition above about 9.5%
ADAM17 inh: inhibits human ADAM17; P78536; recombinant ADAM17, EDANS/DABCYL FRET peptide cleavage; inhibition, % at 6.95 µM; 370,000 tested, 0.83% active;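 active = inhibition above the mean of compounds lying between control limits plus 3 SD, set per campaign, cut at about 8.5% in these data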;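 note: 0% = DMSO-only wells as the low control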
PLC-beta3 inh: blocks human PLC-beta3 enzyme activity; Q01970; Purified PLC-beta3, fluorogenic substrate, fluorescence; inhibition, % at 12.2 µM; 370,000 tested, 0.18% active; AID 720704; in the data active = inhibition above about 11%;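 note: 0% = median of compound wells on plate and 100% = full blocker control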
hgDAF-12 ag: activates the H. glycines DAF-12 receptor ligand-binding domain; HEK293 GAL4-hgDAF12 UAS-luciferase reporter, agonist luminescence; normalized to butyrate control; AID 687014; activation, % at 6.8 µM; 370,000 tested, 1.8% active;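 active = activation above a cutoff set at the mean of all screened compounds plus 3 SD, cut at about 10% in these data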;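 note: 0% = DMSO wells and 100% = sodium butyrate wells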
HGIII-sPLA2 inh: Inhibits HGIII-sPLA2 liposome hydrolysis, primary screen. Q9NZ20. QFRET BODIPY PC-A2 liposome hydrolysis, fluorescence. inhibition, % at 12.2 µM. 370,000 tested, 0.56% active;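 active = inhibition above mean plus 3 SD of compounds lying within the high and low control bounds, cut at about 19% in these data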;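 note: 0% = median of test compound wells and 100% = no enzyme DMSO wells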
Target sequence (Q9NZ20 whole entry, looked up): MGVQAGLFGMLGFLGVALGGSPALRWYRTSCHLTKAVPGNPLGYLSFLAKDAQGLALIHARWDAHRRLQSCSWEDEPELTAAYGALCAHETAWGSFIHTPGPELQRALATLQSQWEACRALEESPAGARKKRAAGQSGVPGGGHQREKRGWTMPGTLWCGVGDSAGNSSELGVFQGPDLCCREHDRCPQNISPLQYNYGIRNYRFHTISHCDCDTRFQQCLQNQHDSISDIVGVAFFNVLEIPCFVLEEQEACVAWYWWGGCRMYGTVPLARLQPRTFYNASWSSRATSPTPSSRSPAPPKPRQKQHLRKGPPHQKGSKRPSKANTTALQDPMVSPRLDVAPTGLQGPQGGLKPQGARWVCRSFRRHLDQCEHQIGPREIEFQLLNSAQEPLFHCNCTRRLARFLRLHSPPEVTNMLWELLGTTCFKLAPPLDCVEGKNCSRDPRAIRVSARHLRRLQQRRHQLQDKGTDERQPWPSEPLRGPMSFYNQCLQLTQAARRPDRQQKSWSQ
ADAM10 inh: ADAM10 inhibition, QFRET primary screen; recombinant ADAM10, EDANS/DABCYL FRET peptide cleavage, 3 h; O14672; inhibition, % at 7 µM; 370,000 tested, 0.62% active;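 active = inhibition above a per-campaign cutoff equal to the mean of compounds falling between control-based bounds plus 3 SD, cut at about 20% in these data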;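 note: 0% = DMSO wells while the 100% control is not disclosed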
DAX1 inh-1: inhibits human nuclear receptor DAX1. AID 504766. inhibition, % at 6.75 µM. 340,000 tested, 0.99% active. P51843. HEK293 Gal4-DAX1 luciferase reporter, luminescence;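 active = inhibition above the mean over all tested compounds plus 3 SD, cut at about 4.2% in these data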;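 note: 0% = DAX1-transfected cells with DMSO and 100% = empty-vector control cells with DMSO; inhibition shows as a rise in luminescence from relieved DAX1 repression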
Target sequence (P51843 207-470 limits assumed): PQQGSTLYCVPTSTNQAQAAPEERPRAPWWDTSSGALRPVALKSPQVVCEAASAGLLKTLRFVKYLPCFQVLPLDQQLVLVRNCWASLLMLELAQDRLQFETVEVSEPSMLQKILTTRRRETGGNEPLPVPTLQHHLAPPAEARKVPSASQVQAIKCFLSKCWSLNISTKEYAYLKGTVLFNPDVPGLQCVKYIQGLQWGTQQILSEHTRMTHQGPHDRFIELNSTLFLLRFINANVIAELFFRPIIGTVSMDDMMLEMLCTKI
FXN GAA850 act: increases GAA850 frataxin promoter reporter activity; 360,000 tested, 0.56% active; activation, % at 6 µM; HEK293 lucGAA850 FXN promoter luciferase reporter, 24 h; percent of 10 µM SAHA response;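 active = activation above the average of all compounds screened plus 3 SD, cutoff fixed separately per campaign, cut at about 7.5% in these data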;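 note: 0% = DMSO wells and 100% = 10 µM SAHA wells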
ssDAF-12 act: S. stercoralis DAF-12 activation, primary screen; HEK293 ssDAF-12/GRIP1 lit1-tk-luc reporter, luminescence; % of 3 µM dafachronic acid response; activation, % at 6.8 µM; 370,000 tested, 1% active;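 active = activation above the mean over all tested compounds plus 3 SD, cut at about 0.9% in these data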;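 note: 0% = DMSO-only wells and 100% = 3 µM delta7-dafachronic acid wells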
DAX1 inh-2: inhibitors of DAX1 repression of SF-1 activated StAR promoter. 370,000 tested, 1.1% active. HEK293T StAR-luciferase reporter, SF-1/DAX-1 repression relief. inhibition, % at 6.8 µM. AID 652010;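 active = inhibition above the mean over all tested compounds plus 3 SD, cut at about 3.6% in these data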;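 note: 0% = DAX-1 cells with DMSO and 100% = cells lacking DAX-1 with DMSO; higher inhibition means more luminescence from relief of DAX-1 repression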
* = called active by the depositor; i = inactive; · = not tested or not shown.

nr	molecule	hcDAF12 agonist	PLC-gamma1 inh	ADAM17 inh	PLC-beta3 inh	hgDAF-12 ag	HGIII-sPLA2 inh	ADAM10 inh	DAX1 inh-1	FXN GAA850 act	ssDAF-12 act	DAX1 inh-2
1	COc1ccc(CCNC(=O)c2sc(=S)n(C)c2N)cc1	-1.6	3	1	1	-2.7	6	12	0.2	-0.3	-1.3	-1.4
2	CCOc1ccc(Oc2cc(C)nc(SC)n2)nn1	-0.3	-1	-2	3	0.0	2	-3	1.8	5.4	-0.8	-0.1
3	Cc1c(C(=O)NCc2ccc3c(c2)OCO3)sc2nc(-c3ccccc3)cn12	-1.8	-5	-1	0	7.7	-2	-4	0.4	-1.8	-0.8	0.3
4	COc1ccccc1N1CCN(CCCCCCOc2ccc(F)cc2)CC1	-3.3	1	-1	2	-2.2	-2	-2	-0.5	0.2	-1.9	-0.9
5	C[C@H](CO)N1C[C@H](C)[C@H](CN(C)C(=O)Nc2ccc(C(C)(C)C)cc2)OCc2cnnn2CCCC1=O	-0.2	0	1	3	-1.4	5	-5	0.0	1.5	-0.2	0.2
6	CC(=O)OC(C(=O)NCc1ccco1)c1cccnc1 (stereo unspecified)	0.7	-7	-6	-10	-1.1	-3	-13	-0.8	1.0	-1.7	0.4
7	Cc1noc(C)c1COc1ccc(C(=O)Nc2ccccc2)cc1	-2.9	0	-1	-3	-2.2	0	-4	-1.7	0.8	-2.0	-0.5
8	COC(=O)c1ccc(NC(=O)Nc2ccccc2F)cc1	5.3	0	3	3	12*	-8	5	0.2	4.9	0.3	3.3
9	O=C(CC12CC3CC(CC(C3)C1)C2)NC(=S)Nc1ccc(CN2CCOCC2)cc1	-1.0	2	-3	-2	0.6	-1	0	0.8	1.8	-1.1	-0.4
10	Cc1nc2ccccc2c(=O)n1NC(=O)c1ccc(Cl)cc1	-1.3	5	-6	-4	5.3	1	0	2.3	2.2	-1.1	-0.8
11	COC(=O)c1ccc(CSc2nnc3sc4ccccc4n23)o1	0.8	8	7	-2	-1.6	-4	19	-0.1	-1.4	-0.7	0.1
12	COc1ccc(Cn2cnc3c([N+](=O)[O-])c(C)c(C)cc32)cc1	-0.5	4	2	2	0.0	-4	9	1.2	3.5	-1.1	-0.3
13	O=C(CNS(=O)(=O)c1ccccc1)OCC(=O)c1ccc(OC(=O)c2ccccc2)cc1	-2.1	0	-2	5	-2.1	-16	9	0.8	4.4	-0.5	0.3
14	CCC(=O)N1CCc2cc(OC)c(OC)cc2C1COc1ccccc1OC (stereo unspecified)	1.5	-5	-6	-7	1.2	2	0	-0.3	2.8	-1.3	-0.1
15	Nc1ccn([C@@H]2O[C@H](CNCc3cnc(N4CCOCC4)nc3)[C@@H](O)[C@H]2O)c(=O)n1	0.0	-2	0	-1	1.2	4	-5	0.6	-1.4	-1.2	-0.7
16	Cc1ccccc1OCc1nc2ccccc2c(=O)n1N	0.9	5	-3	-2	0.1	0	-3	1.6	5.3	-0.6	0.7
17	Cc1ccc(Cn2c(C)c(C(=O)NCc3ccc4c(c3)OCO4)sc2=O)cc1	-0.6	-1	2	1	3.2	-5	-6	·	0.5	-1.1	-0.4
18	CC(C)CC(=O)Nc1nc2ccc(S(=O)(=O)N3CCOCC3)cc2s1	0.2	1	-1	-2	0.3	-10	10	0.8	-2.7	-1.8	-1.1
19	Cc1ccc(C(=O)N/N=C\c2ccc3c(c2)OCO3)cn1	0.3	-9	2	-22	0.6	-1	-1	0.1	0.0	-1.0	-0.1
20	Cc1ccc(C(=O)N2CCC(C(=O)NC3CCCC3)CC2)cc1	0.1	0	0	-6	-0.7	-4	-5	4.3*	2.6	-0.3	0.2

Additional structures
nr	molecule	hcDAF12 agonist	PLC-gamma1 inh	ADAM17 inh	PLC-beta3 inh	hgDAF-12 ag	HGIII-sPLA2 inh	ADAM10 inh	DAX1 inh-1	FXN GAA850 act	ssDAF-12 act	DAX1 inh-2
21	COc1ccc(CN2C(=O)c3cccnc3C2=O)cc1S(=O)(=O)N1CCOc2ccc(C)cc21	-2.1	-2	-7	-8	-0.4	9	0	0.5	1.1	-1.0	-0.3
22	CCCn1c(=O)c2ccccc2n2c(SCC(=O)/C(C#N)=C(\C)N)nnc12	0.0	4	2	5	-0.1	0	9	1.0	-1.6	-1.1	0.2
23	CC(C)c1ccc(NC(=O)c2ccc(NC3=NC4CS(=O)(=O)CC4S3)cc2)cc1 (stereo unspecified)	2.6	1	1	2	0.1	-5	5	-0.1	1.6	-1.5	-1.0
24	Cc1ccsc1CN(C)C(=O)CCc1nnc(COc2ccccc2)o1	0.7	8	3	-1	7.0	-6	6	1.5	3.0	0.4	0.7
25	CCOC(=O)N1CCN(C(=O)C(NS(=O)(=O)c2cccc3nsnc23)c2ccccc2)CC1 (stereo unspecified)	-2.4	3	-3	6	1.1	0	9	-0.8	0.9	-0.6	-0.2
26	Cc1ccc(-n2c(SCC(=O)Nc3ccc4cn[nH]c4c3)nnc2-c2ccccc2)cc1	0.4	7	6	4	-1.7	-20	5	·	·	-1.6	-2.1
27	COc1ccc(NC(=O)[C@H](C)NC(=O)C2CCN(S(=O)(=O)c3ccc(C)cc3)CC2)cc1	1.1	2	1	5	0.0	2	0	0.6	0.6	-0.7	0.7
28	CSc1nc(NCC(C)O)c2c3c(sc2n1)CN(C)CC3 (stereo unspecified)	0.3	-48	-262	-68	0.3	-1	i	-0.6	0.8	-1.2	0.0
29	CCOc1ccccc1C(=O)N/N=C/c1cccc2cccnc12	2.4	14*	-2	7	-1.3	-9	-4	-1.3	-1.6	-0.5	-0.4
30	Cc1ccc(S(=O)(=O)NNc2ccccc2)c(C)c1	1.0	3	0	7	2.6	1	5	0.3	0.2	-0.6	0.7
31	COc1ccc(C(=O)NCc2ccc3[nH]c(C)cc3c2)cc1OC	-1.0	-1	-1	-1	1.4	-5	-3	1.6	-0.3	-1.3	1.1
32	CC1CCc2sc(NC(=S)NC(=O)c3ccccc3)c(C#N)c2C1 (stereo unspecified)	1.2	-2	0	-2	1.9	-1	-2	0.5	3.9	-1.2	0.7
33	O=C(COc1ccc([N+](=O)[O-])cc1Cl)N(C1CCCCC1)C1CCS(=O)(=O)C1 (stereo unspecified)	-0.7	8	-6	-6	0.3	6	-6	-0.1	1.2	0.0	-0.2
34	Cc1noc(C)c1CSc1nnc(-c2ccncc2)n1-c1cccc(Cl)c1C	-2.2	2	-4	-3	-1.2	-2	0	-0.5	-2.6	-0.8	0.0
35	O=C(C1=NN[C@@H]2C(=O)N(c3cccc(C(F)(F)F)c3)C(=O)[C@H]12)c1cnccn1	0.4	-6	-3	-8	0.1	-10	-3	7.3*	-0.3	-0.8	0.3
36	O=C(CSc1n[nH]c(-c2ccccc2)n1)Nc1ccc(Br)cn1	0.4	1	1	-1	2.2	-15	-3	1.2	-2.0	-1.3	-0.2
37	CN(C)CCNC(=O)CN1C(=O)COc2ccc(C(C)(C)C)cc21	-0.8	9	1	6	0.6	-2	7	-0.1	-1.6	-1.5	2.5
38	O=c1c2ccccc2nc(-c2ccc(Cl)cc2Cl)n1O	-1.6	-3	1	-5	-1.1	2	4	0.3	3.8	-1.7	0.5
39	COc1ccc(C(=O)Nc2ccc(NC(=O)C3CCCCC3)nc2)cc1	-2.1	2	1	-3	1.4	3	2	0.4	0.2	-0.6	0.2
40	O=C(CSc1nnc(Cc2ccccc2)o1)Nc1ccc(N2CCOCC2)cc1	0.4	8	7	-1	-0.5	0	-8	-0.5	-1.6	-1.0	-0.2

2 compounds picked at random from those above, as already listed:
nr	molecule	hcDAF12 agonist	PLC-gamma1 inh	ADAM17 inh	PLC-beta3 inh	hgDAF-12 ag	HGIII-sPLA2 inh	ADAM10 inh	DAX1 inh-1	FXN GAA850 act	ssDAF-12 act	DAX1 inh-2
38	O=c1c2ccccc2nc(-c2ccc(Cl)cc2Cl)n1O	-1.6	-3	1	-5	-1.1	2	4	0.3	3.8	-1.7	0.5
33	O=C(COc1ccc([N+](=O)[O-])cc1Cl)N(C1CCCCC1)C1CCS(=O)(=O)C1 (stereo unspecified)	-0.7	8	-6	-6	0.3	6	-6	-0.1	1.2	0.0	-0.2

Entries of single compounds, quoted from the list. Screens in order: hcDAF12 agonist	PLC-gamma1 inh	ADAM17 inh	PLC-beta3 inh	hgDAF-12 ag	HGIII-sPLA2 inh	ADAM10 inh	DAX1 inh-1	FXN GAA850 act	ssDAF-12 act	DAX1 inh-2
COc1ccc(NC(=O)[C@H](C)NC(=O)C2CCN(S(=O)(=O)c3ccc(C)cc3)CC2)cc1 is listed as 1.1	2	1	5	0.0	2	0	0.6	0.6	-0.7	0.7
CC(C)c1ccc(NC(=O)c2ccc(NC3=NC4CS(=O)(=O)CC4S3)cc2)cc1 (stereo unspecified) is listed as 2.6	1	1	2	0.1	-5	5	-0.1	1.6	-1.5	-1.0

Continuation.
nr	molecule	hcDAF12 agonist	PLC-gamma1 inh	ADAM17 inh	PLC-beta3 inh	hgDAF-12 ag	HGIII-sPLA2 inh	ADAM10 inh	DAX1 inh-1	FXN GAA850 act	ssDAF-12 act	DAX1 inh-2
41	O=C(NCc1csc(-c2ccccc2)n1)c1ccco1	-0.3	-1	-5	-1	2.3	7	2	0.7	3.7	-1.4	0.4
42	Clc1cc(Cl)cc(CNC2CCC23CCCCC3)c1 (stereo unspecified)	-1.4	-1	-1	3	0.5	2	-1	·	·	-0.6	·
43	COC(=O)n1c(=O)oc2ccc(S(=O)(=O)N3CCCCC3)cc21	-1.4	3	0	-28	1.4	-6	-1	0.6	1.1	-0.9	0.7
44	COC(=O)[C@H]1C[C@@]2(N3CCCCC3)c3ccccc3N(S(=O)(=O)c3ccccc3)[C@H]2N1	1.0	1	2	3	0.6	-1	7	·	·	-1.6	-0.1
45	COc1ccc(C(=O)NCc2ccncc2)cc1S(=O)(=O)N1CCOCC1	-0.6	-7	-2	-4	-1.3	6	-4	0.3	0.5	-1.3	0.4
46	Cc1ccc(CN2[C@@H](CC(C)C)COCCS2(=O)=O)cc1	-2.0	1	-3	-2	-1.4	0	4	3.8	-0.4	-1.3	0.0
47	CC(C)CNC(=S)NC(=O)c1ccccc1Cl	-0.8	3	0	1	2.6	17	-2	-0.3	2.1	-0.1	0.6

Looked up above:
#47 @ DAX1 inh-2: 0.6
#44 @ ssDAF-12 act: -1.6

Screening data from PubChem BioAssay.
